Screening data from PubChem BioAssay.
EP2 antag: EP2 receptor (human) inhibition. AID 1422. inhibition, % at 25 µM. 0.52% of 260,000 active. C6 glioma cells expressing human EP2, cAMP TR-FRET; cells stimulated with saturating PGE2;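 active = percent inhibition above 40 after rounding to a whole number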;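 note: rat C6 glioma host cells with rolipram phosphodiesterase inhibitor present; the protocol text gives 20 µM as final concentration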
Target sequence (P43116 whole entry, looked up): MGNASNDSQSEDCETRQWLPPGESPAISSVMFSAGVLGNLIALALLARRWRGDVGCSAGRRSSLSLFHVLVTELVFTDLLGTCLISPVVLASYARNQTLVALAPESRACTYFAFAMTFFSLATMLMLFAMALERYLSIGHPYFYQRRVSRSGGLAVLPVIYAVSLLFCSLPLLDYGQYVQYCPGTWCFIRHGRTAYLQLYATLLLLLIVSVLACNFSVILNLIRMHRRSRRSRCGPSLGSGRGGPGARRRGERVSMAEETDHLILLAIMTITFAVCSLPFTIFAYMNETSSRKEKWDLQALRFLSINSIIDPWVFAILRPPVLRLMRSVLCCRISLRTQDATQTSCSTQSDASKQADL
EP2 mod: modulators of human EP2 prostaglandin E2 receptor; EP2-expressing cells, cAMP HTRF FRET, PGE2 co-stimulation; induction, % at 25 µM; 0.83% of 260,000 active; AID 940;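 active = compounds whose cAMP rise, as percent of the full-agonist control response, exceeds 60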;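 note: rat C6 glioma line stably carrying human EP2 under a CMV promoter; the protocol text gives 20 µM as final concentration; 100% = response of wells given 1 µM PGE2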
Active calls of the source: *; & = joins results of further samples.

SMILES | EP2 antag | EP2 mod
CC(C)N1CCCC(CNC(=O)c2cc(C3CCCCC3)no2)C1 (centres undefined) | 6.3 | -30.3
COCCn1c(N)nc2c1c(=O)[nH]c(=O)n2C | 20.0 | 5.8
COc1ccc2c(c1)C(O)CC1(CCN(CC(O)c3ccc4c(c3)CCCC4)CC1)O2 (centres undefined) | 9.6 | -78.4
CCN(CC)C(=O)CN1CCN(c2cccc(Cl)c2)CC1 | 7.8 | -18.6
CCC(=O)Nc1sc(C(=O)Nc2cccc(C)c2)c(C)c1C(=O)OC | 6.7 | -3.2
O=C(NCC(=O)N(Cc1ccco1)C(C(=O)NC1CCCC1)c1ccccc1)c1ccco1 (centres undefined) | 8.6 | -19.3
Cn1cc(C(O)CN2CCN(c3ccccn3)CC2)c2ccccc21 (centres undefined) | 4.8 | -57.4
CCC(=O)c1cn(CC(=O)Nc2ccc(OC)cc2)c2ccccc12 | 9.1 | 3.3
C/C(=C\CO)CC[C@H](C)CCC[C@H](C)CCCC(C)C | 12.6 | 13.6
CC(C)[C@]1(Cl)CC[C@H]2[C@]3(C)CCC[C@@](C)(C(=O)O)[C@H]3C[C@@H](Cl)[C@]2(Cl)[C@H]1Cl | 47.6* | 34.9
COc1ccccc1NC(=O)N1CCN(c2cc(Cl)ccc2C)CC1 | 14.8 | 39.3
Cc1ccc(CN(C(=O)Cc2cccs2)C(C(=O)NC2CCCC2)c2ccc(C)o2)cc1 (centres undefined) | 10.1 | 55.2
CC(C)NC(=O)COc1ccc(S(=O)(=O)N2CCCC2)cc1 | 7.5 | -7.3
COCCn1nnnc1C(c1cccs1)N1CCC(O)CC1 (centres undefined) | 9.4 | 4.6
C=CCNC(=O)c1c(NC(=O)c2ccc(OC)cc2)sc2c1CCCC2 | 15.6 | 47.7
COc1cc2ccc([C@H](C)NCC#N)cc2cc1OC | 14.6 | 23.1
Nc1cc(-c2cccs2)nn(CC(=O)Nc2ccc(N3CCCC3)cc2)c1=O | 5.7 | -11.9
CCOCc1nnc(NC(=O)C2ON=C(c3ccc(F)cc3)C2C)s1 (centres undefined) | 5.8 | -8.2
COc1ccc(S(=O)(=O)N2CCC(C(=O)N(C)Cc3ccccc3)CC2)cc1OC | 10.6 | -13.6
COc1cccc(CN2C(=O)[C@@H]3CCCN3C(=O)c3ccccc32)c1 | 9.3 | -43.0
COc1cc(C)c(CNC(=O)c2cccc(-n3cnnc3)c2)cc1C(C)C | 5.0 | -8.9
COc1ccc(-c2nc(S(=O)(=O)c3ccc(C)cc3)c(N3CCCCC3)o2)cc1OC | 3.9 | 11.9
O=C(O)[C@H](CCc1ccccn1)c1ccccc1 | 15.1 | 21.4
Cc1cc2c(cc3c(=O)n(CC(=O)O)nc(C)n32)s1 | 4.5 | -20.0
CC(=O)n1c2c(c3ccccc31)OC(N)=C(C#N)C2c1ccc(Cl)cc1Cl (centres undefined) | 9.2 | 51.7
NC(=O)Cn1cc(C(=O)C2CCCCC2)c2ccccc21 | 9.1 | -20.7
COc1ccc2nc(SCC(=O)Nc3cc(C(F)(F)F)ccc3Cl)c(C#N)cc2c1 | 7.6 | -8.3
O=c1c(O)c(-c2ccc(O)c(O)c2)oc2cc(O)cc(O)c12 | 17.6&6.2 | -18.0&-17.4
Cc1ccc2[nH]c(=O)c(CN(CCO)C(=S)NC3CCCCC3)cc2c1 | 18.3 | -47.5
CCc1nn(CC(=O)N2CCCC(C)C2)c(=O)c2cc3oc(C)cc3n12 (centres undefined) | 5.7 | -21.5
CN(C)CCCNS(=O)(=O)c1ccc2c(c1)NC(=O)C(C)(C)O2 | 6.7 | -29.9
CCc1ccccc1NC(=O)CSc1nccc(=O)[nH]1 | 5.9 | -6.2
COC(=O)c1ccc(NC(=O)C2CCN(S(=O)(=O)c3ccc(OC)c(C)c3)CC2)cc1 | 9.5 | -28.4
CC(C)c1ccc(N(CC(=O)N2CCN(C)CC2)S(C)(=O)=O)cc1 | 8.2 | 0.0
CC(C)(C(=O)N1CCC(Nc2nc3c(c(=O)[nH]2)CCCC3)CC1)c1ccc(Cl)cc1 | 7.1 | -14.5
Cc1cccc(N=C2NC(=O)C(CO)(CO)S2)c1 | 6.3 | -5.3
COCC(C)NC(=O)CCSc1nc(-c2ccc3c(c2)OCO3)cc(C(F)(F)F)n1 (centres undefined) | 13.1 | -84.8
CC(C)(C)NC(=O)C(c1ccc(O)cc1)N(C(=O)C1COc2ccccc2O1)c1cccc(O)c1 (centres undefined) | 6.0 | -27.1
CCc1cccc(C)c1NC(=O)CSc1nnc(C2CC2)n1C | 13.1 | -4.7
COc1cc([C@@H]2c3cc4c(cc3[C@H](O)[C@H]3COC(=O)[C@@H]23)OCO4)cc(OC)c1OC | 13.3 | -9.9
CCOCCOC(=O)C1=C(C)NC2=C(C(=O)CC(c3ccc(OC)c(OC)c3)C2)C1c1cccs1 (centres undefined) | 14.6 | -25.1
Cc1nnc(NC(=O)Cn2c(=O)oc3ccccc32)s1 | 4.9 | 11.9
CC1CCN(CC(C)OC(=O)c2ccco2)CC1 (centres undefined) | 10.5 | 13.7
Cc1cccc(NC(=O)CSc2nc3ccccc3n2CC(=O)N2CCCC2)c1C | 12.1 | 15.7
O[C@H]1[C@H](O)[C@@H](O)C2OC[C@H]1O2 | 8.1 | 19.1

Part of the list above in order of formula weight, low to high:
SMILES | EP2 antag | EP2 mod
O=C(O)[C@H](CCc1ccccn1)c1ccccc1 | 15.1 | 21.4
Cc1cc2c(cc3c(=O)n(CC(=O)O)nc(C)n32)s1 | 4.5 | -20.0
NC(=O)Cn1cc(C(=O)C2CCCCC2)c2ccccc21 | 9.1 | -20.7
CCc1ccccc1NC(=O)CSc1nccc(=O)[nH]1 | 5.9 | -6.2
CCN(CC)C(=O)CN1CCN(c2cccc(Cl)c2)CC1 | 7.8 | -18.6
CC(C)NC(=O)COc1ccc(S(=O)(=O)N2CCCC2)cc1 | 7.5 | -7.3
CC(C)N1CCCC(CNC(=O)c2cc(C3CCCCC3)no2)C1 (centres undefined) | 6.3 | -30.3
COc1cccc(CN2C(=O)[C@@H]3CCCN3C(=O)c3ccccc32)c1 | 9.3 | -43.0
COc1ccccc1NC(=O)N1CCN(c2cc(Cl)ccc2C)CC1 | 14.8 | 39.3
COc1cc(C)c(CNC(=O)c2cccc(-n3cnnc3)c2)cc1C(C)C | 5.0 | -8.9
C=CCNC(=O)c1c(NC(=O)c2ccc(OC)cc2)sc2c1CCCC2 | 15.6 | 47.7
CC(=O)n1c2c(c3ccccc31)OC(N)=C(C#N)C2c1ccc(Cl)cc1Cl (centres undefined) | 9.2 | 51.7
COc1cc([C@@H]2c3cc4c(cc3[C@H](O)[C@H]3COC(=O)[C@@H]23)OCO4)cc(OC)c1OC | 13.3 | -9.9
Cc1cccc(NC(=O)CSc2nc3ccccc3n2CC(=O)N2CCCC2)c1C | 12.1 | 15.7
COc1ccc2c(c1)C(O)CC1(CCN(CC(O)c3ccc4c(c3)CCCC4)CC1)O2 (centres undefined) | 9.6 | -78.4
COc1ccc(S(=O)(=O)N2CCC(C(=O)N(C)Cc3ccccc3)CC2)cc1OC | 10.6 | -13.6
Cc1ccc(CN(C(=O)Cc2cccs2)C(C(=O)NC2CCCC2)c2ccc(C)o2)cc1 (centres undefined) | 10.1 | 55.2

Following part
SMILES | EP2 antag | EP2 mod
COc1cc(C2NC(=O)NC(C)=C2C(=O)Nc2ccc(F)cc2)cc(OC)c1OC (centres undefined) | 8.9 | 7.3
O=C(Nc1cccc(F)c1)NC1(C(=O)N2CCc3ccccc32)CCCCC1 | 17.2 | -64.9
Nc1c(OCC(=O)O)ccc2cc(S(=O)(=O)O)ccc12 | 15.5 | -0.2
CCc1nnc(NC(=O)CSc2nc3cc(OC)ccc3cc2CC)s1 | 15.1 | 42.1
Cc1cc(C)n(CCNC(=O)c2ncoc2-c2ccc(F)cc2)n1 | 11.7 | -21.6
CC1CCN(S(=O)(=O)c2ccc3c4c(cccc24)C(=O)N3C)CC1 | 14.3 | -62.2
OC(COc1cccc2ccccc12)CN1CCOCC1 (centres undefined) | 20.6 | -72.4
O=C1C=C(c2ccccc2)OC1=O | 7.3 | -22.2
CC(C)C(=O)Nc1nnc(SCC(=O)N2C(C)CCCC2C)s1 (centres undefined) | 11.1 | -3.0
Oc1ccccc1-c1nc2cnccn2c1NCc1ccc(F)cc1 | 16.4 | -79.7
O=C(CSc1nc(-c2ccc(F)cc2)cs1)NC1CCCCC1 | 22.3 | -43.4
O=c1cc(-c2ccc(Cl)cc2)oc2ccc(Cl)cc12 | 4.4 | -4.3
COc1cccc(NC(=O)CSc2nnnn2-c2ccc(C)c(C)c2)c1 | 8.2 | -67.1
COc1ccccc1CC(=O)Nc1nc(-c2ccc3c(c2)CC(C)N3C(=O)C2CC2)c(C)s1 (centres undefined) | 12.4 | -4.5
Cc1ccccc1NC(=O)CCN1CCCCC1 | 10.3 | -36.4
Cc1nc2cc(NC(=O)/C=C/c3ccc(N(C)C)cc3)ccc2s1 | 82.3* | -117.3
NC(=O)CN1CCN(c2nc3c(c(=O)[nH]2)CCCC3)CC1 | 9.0 | -21.6
CCCOC(=O)Cn1cnc2sc(C)c(-c3ccc(Cl)cc3)c2c1=O | 5.8 | 27.2
COc1ccc(S(=O)(=O)N2CCC(C(=O)NCc3ccncc3)CC2)cc1Cl | 6.2 | 1.9
Cc1ccc(NC(=O)CSc2nc(C)cc(C)n2)c(C)c1 | 9.7 | -96.3
CC(=O)Nc1ccc(NC(=O)CN2CCN(C)CC2)cc1 | 9.4 | 23.2
Cc1csc(NC(=O)CSc2nnc3n(CC(=O)N4C(C)CCCC4C)c4ccccc4n23)n1 (centres undefined) | 14.0 | -30.5
COc1ccc(NC(=O)CSc2nnc3c(n2)[nH]c2c(OC)ccc(Cl)c23)cc1 | 3.5 | -39.5
C[C@H]1[C@H](C)CC[C@]2(CO)CC[C@]3(C)C(=CCC4[C@@]5(C)CC[C@H](O)C(C)(C)C5CC[C@]43C)[C@H]12 (some centres undefined) | 14.3 | -13.8
CCn1c(SCC(=O)Nc2sc(C)c(C)c2C#N)nc2sc3c(c2c1=O)CCC3 | 14.7 | 69.3*
CCCn1nnnc1SCC(=O)Nc1nc(-c2ccc(F)cc2)cs1 | 6.9 | -4.2
Cc1nc(C)n(CCNS(=O)(=O)c2ccc3c(c2)NC(=O)CO3)n1 | 8.9 | -1.4
CCC(c1nnnn1C(C)(C)C)N(Cc1ccccc1OC)Cc1cc2cc(C)cc(C)c2[nH]c1=O (centres undefined) | 7.9 | 36.5
COc1ccc2c(c1)C(c1ccncc1)=NNC(c1ccc(Br)cc1)=N2 | 13.2 | -45.4
CCn1cc(C(=O)O)c(=O)c2cc(F)c(N3CCN(C(=O)C4CCCO4)CC3)cc21 (centres undefined) | 6.8 | -1.4
CC1(C)CC(NC(=O)C2CCCCC2)CC(C)(C)N1 | 6.4 | -7.5
COc1ccc(-c2nnc(SCC(=O)N3CCCc4ccccc43)n2-c2ccccc2)cc1OC | 7.6 | -74.3
Cc1cc(C)c2[nH]c(=O)c(C(c3nnnn3CC3CCCO3)N3CCN(c4ccccc4)CC3)cc2c1 (centres undefined) | 10.0 | -9.7
CC(C)C(=O)Nc1ccc(NC(=O)Cc2ccccc2)cn1 | 13.4 | -2.8
Cc1ccc2[nH]c(=O)c(CN(CCc3ccccc3)S(=O)(=O)c3cccc4nsnc34)cc2c1 | 7.2 | -9.5
CCOc1cccc(/C(O)=C2/C(=O)C(=O)N(CCN3CCOCC3)C2c2ccco2)c1 (centres undefined) | 12.0 | -20.8
O=C1C(SCCO)=C(SCCO)C(=O)c2ccccc21 | 43.0* | -60.4
CS(=O)(=O)c1ccc([C@@H](O)[C@@H](CO)NC(=O)C(Cl)Cl)cc1 | 6.8 | 9.6
C=CCNc1ncc(C)s1 | 11.2 | 3.1
Cc1nn(C)cc1S(=O)(=O)N1CCCC(CN2CCCC2=O)C1 (centres undefined) | 8.3 | -14.6
NC(=O)[C@H]1CCCN1Cc1ccc2c(c1)OCO2 | 7.7 | 3.5
Cc1nn(-c2ccc(F)cc2)c2[nH]c(=O)c(CNCc3ccccc3F)cc12 | 7.3 | -12.8
CC1=NN(C(=O)c2ccc(Cl)c(C)c2)C(O)(C(F)(F)F)C1 (centres undefined) | 3.2 | -5.1
COc1ccccc1NC(=O)c1cc2cc(Br)cc(Br)c2oc1=O | 6.6 | -1.6
CC(C)c1ccc(C2C(C#N)=C(N)C(C#N)(C#N)C3=CCN(C(C)C)CC32)cc1 (centres undefined) | 6.5 | -10.8
Cc1cccc(NC(=S)N2CCC(NC(=O)C(C)(C)C)CC2)c1C | 9.5 | 6.5
COc1ccccc1OCCn1cc(C(=O)C2CC2)c2ccccc21 | 5.8 | 21.2
O=C(/C=C/c1cccs1)NC(=S)Nc1ccc(S(=O)(=O)Nc2nccs2)cc1 | 15.4 | -118.9
Cn1ccc(C2c3cc4c(cc3CCN2S(=O)(=O)c2ccccc2)OCO4)n1 (centres undefined) | 5.7 | 13.1

This is a subset, so the mix of outcomes need not match the whole.
